Assay outcomes (PubChem BioAssay)
K1F lysis inhibition: protection from phage-mediated lysis, alamar blue read-out – E. coli UTI89, K1F phage, bacterial capsule biogenesis inhibitors (AID 488966). E. coli UTI89 K1F phage lysis, alamar blue, 2 h; higher % means a stronger effect. one-dose inhibition, % at 100 µM; IC50 in µM for titrated hits. hit rate 0.02% among 340,000;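 active means phage lysis inhibition, versus mean bacterial control, above a set limit; inconclusive means no clear call, values can overlap the other calls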;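 further: capsule biogenesis inhibitors block K1F phage lysis so surviving cells raise fluorescence; higher fluorescence means more inhibition of phage lysis; actives were called in the ten point dose series up to 300 µM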
MgcRacGAP inhibition: MgcRacGAP GTPase-activating activity inhibitors, confirmation, biochemical, ADP Hunter fluorescence | MgcRacGAP-stimulated Rac1 GTP hydrolysis, ADP Hunter fluorescence; higher % means a stronger effect; GST-tagged Rac1 F28L mutant substrate | inhibition, % at 30 µM, or IC50 in µM where a hit was titrated | hit rate 0.6% among 340,000 | AID 624330;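 active means first-screen hits whose inhibition reached a set limit at any dose in the follow-up dose series; inconclusive means inhibition above the set first-screen limit but never retested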;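 further: fluorescence reports GDP produced by GAP-driven GTP hydrolysis; strong numbers were not always called active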
RSV CPE inhibition: inhibition of RSV-induced cytopathic effect – HEp-2 cells, primary 10 µM value included (AID 2391). HEp-2 cells, RSV-induced CPE inhibition; higher % means a stronger effect. CPE inhibition, % at 10 µM, or IC50 in µM where a hit was titrated. hit rate 0.13% among 310,000; in the data active means a potency from the dose series; inconclusive means CPE inhibition mostly from about 23% at the one dose, without a potency; inactive means the rest, 99 in 100 with CPE inhibition below about 21%; further: strong numbers were not always called active
NTR1 ag: agonists of NTR1, primary screen, imaging, U2OS cells, beta-arrestin-GFP, high content (AID 493036); hit rate 0.17% among 330,000; NTR1-U2OS beta-arrestin-GFP spot imaging, agonist mode; P30989; activation, % at 20 µM;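 active means activation at or above 40% of the spot to cytoplasm intensity ratio, with at least 20 cells analyzed; inconclusive means wells under 20 cells, flagged as cytotoxic or low count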;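 further: 0% = DMSO without peptide and 100% = 100 nM NTR1 peptide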
Target sequence (P30989 whole entry, looked up): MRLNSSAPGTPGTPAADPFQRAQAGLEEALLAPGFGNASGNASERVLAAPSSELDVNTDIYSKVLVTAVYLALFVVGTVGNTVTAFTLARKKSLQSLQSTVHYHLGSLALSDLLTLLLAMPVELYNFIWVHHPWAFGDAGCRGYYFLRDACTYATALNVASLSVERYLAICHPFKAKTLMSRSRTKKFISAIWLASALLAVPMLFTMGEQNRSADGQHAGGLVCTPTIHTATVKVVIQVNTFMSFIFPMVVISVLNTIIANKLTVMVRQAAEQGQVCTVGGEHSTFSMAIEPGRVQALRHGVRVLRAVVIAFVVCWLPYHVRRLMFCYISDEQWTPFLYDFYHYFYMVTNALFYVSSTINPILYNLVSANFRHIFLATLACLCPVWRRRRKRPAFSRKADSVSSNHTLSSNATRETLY
T cell HTS: modulates CD8 T cell binding to vesicles | calls only at 7 µM | 2C CD8+ T cell-vesicle binding, flow cytometry; stronger effect = lower value | hit rate 0.068% among 330,000;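 active means response, share of CD8 T cells binding vesicles, and their 90th percentile fluorescence all below set limits, cut at about 80% in these data, passing the limit was not always enough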
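Test system: purified 2C TCR transgenic mouse naive CD8+ T cells. Probe or stimulus: QL9-peptide-loaded Drosophila micro-vesicles bearing Ld, ICAM-1 and B7-1. Incubation: binding step 1.5 h, 37 °C, antibody labelling 20 min, ice. Measured by: flow cytometry of vesicle-bound cells.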
PhoP inhibition: PhoP-dependent GFP reporter repression – Salmonella Typhimurium, primary screen (AID 1863); S. Typhimurium PhoP-regulated promoter GFP reporter, 4 h; higher % means a stronger effect; inhibition, % at 50 µM; hits with a dose series show IC50 in µM; hit rate 0.16% among 300,000;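 active means inhibition over 29.93%, a cutoff 3 SD above the screen mean, later confirmed by dose response; inconclusive means inhibition over 29.93% but no dose response follow-up; inactive means inhibition at most 29.93% or unconfirmed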;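 further: 0% = low Mg2+ inducing control and 100% = high Mg2+ repressing control; strong numbers were not always called active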
TNAP activators: stimulation of alkaline phosphatase TNAP activity – biochemical, luminescent, no phosphate acceptor, uHTS, primary screen (AID 1001). purified TNAP, luminescent activation assay, no phosphate acceptor; higher activation fold means a stronger effect. activation fold at 20 µM, or EC50 in µM where a hit was titrated. hit rate 0.03% among 200,000; in the data active means activation fold from about 3, or a potency from the dose series; inactive means the rest, 99 in 100 with activation fold below about 1.6; further: many of its hits are not listed in these tables
Large T inhibition: SV40 large T antigen inhibitors, biochemical (AID 1903); inhibition, % at 20 µM, or IC50 in µM where a hit was titrated; SV40 large T antigen ATPase/helicase inhibition assay; higher % means a stronger effect; hit rate 0.39% among 310,000; in the data active means a potency from the dose series; inconclusive means inhibition mostly from about 32% at the one dose, without a potency; inactive means the rest, 99 in 100 with inhibition below about 32%; further: strong numbers were not always called active
Myeloid diff MLP: myeloid differentiation induction. ER-HoxA9 myeloid progenitors, lysozyme-GFP differentiation, flow cytometry. calls only at 10 µM. hit rate 1% among 360,000. AID 624256;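 active means normalized GFP-positive differentiation at or above the plate's own cutoff, the solvent-only control mean plus 3 SD; inconclusive means no clear call, values can overlap the other calls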;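 further: cells exposed to compound for four days before flow analysis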
T cell HTS vesicle-bound %: further read-out of T cell HTS, marked with its call; double positive events, %; measured here: CD8+ vesicle-bound cell fraction;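 binding gate set so that unloaded-vesicle control wells show 10% double positive cells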
NTR1 ag cell count 20 µM: recorded beside NTR1 ag, whose call it bears; cell count; measured here: cell count, cytotoxicity flag
Myeloid diff MLP GFP+ MAC1+ %: further read-out of Myeloid diff MLP, marked with its call; GFP+ MAC1+ double positive, %; measured here: differentiation confirmed by MAC1 staining
* = called active by the depositor; i = inactive; ? = inconclusive; . = no result given; + = active, no number; [ ] = dose if it differs, or a comment. Not a hit list, and some 2.3% of all compounds hit somewhere here.

SMILES | K1F lysis inhibition | MgcRacGAP inhibition | RSV CPE inhibition | NTR1 ag | NTR1 ag cell count 20 µM | T cell HTS | T cell HTS vesicle-bound % | PhoP inhibition | TNAP activators | Large T inhibition | Myeloid diff MLP | Myeloid diff MLP GFP+ MAC1+ %
COc1ccccc1OCCSc1nnnn1C1CCCCC1 | 1.8% | 13% | 2.8% | -0.4 | 39 | i | 15 | 2% | . | 9% | i | 0.5
CCOC(=O)c1c(C)[nH]c(C)c1S(=O)(=O)N1CCN(c2cccc(C)c2)C(C)C1 (centres undefined) | 0.2% | 10% | 0.8% | 3.2 | 52 | i | 46 | 2% | . | 12% | i | 2.9
CC[C@]12c3[nH]c4cc(-c5ccco5)ccc4c3CCN1C(=O)[C@@H](CC(=O)NCCCN(C)C)C[C@@H]2C(=O)N1CCN(C(=O)c2ccco2)CC1 | 0.1% | 8% | . | -0.7 | 37 | . | . | . | . | . | i | 1.2
CC(C)C(=O)Nc1ccc2nn(-c3ccc(F)cc3)nc2c1 | -1.0% | 11% | -2.9% | 0.9 | 69 | i | 38 | 7% | . | 10% | i | 0.3
CC1Cc2ccccc2N1C(=O)C1CCCN1S(=O)(=O)c1ccc(Cl)cc1 (centres undefined) | 0.3% | 1% | -0.8% | 0.1 | 53 | i | 36 | -15% | 1.1 | 17% | i | 5.5
Cc1ccccc1-n1c(SCC(=O)N2CCC(C(=O)O)CC2)nnc1-c1ccncc1 | -1.6% | -2% | 3.5% | 0.1 | 68 | i | 60 | 4% | 1 | 4% | i | 2.0
CC(=O)Nc1ccc(N2CC(C)(C)C2=O)cc1 | -0.2% | 7% | 3.4% | 0.5 | 54 | i | 21 | -5% | 1.1 | 14% | i | 0.3
NC1=NC(=O)/C(=C/c2cn(Cc3ccccc3)c3ccccc23)S1 | -3.8% | 4% | 7.3% | 11 | 55 | i | 20 | -7% | 1.2 | 11% | i | 1.0
O=C(OCc1csc(-c2ccccc2)n1)c1ccc(O)cc1 | 0.3% | 2% | ? | 3.0 | 62 | i | 45 | -7% | 1.2 | 3% | i | 0.3
Cc1noc(C)c1C(=O)N1CCC(C(=O)c2ccc(F)cc2F)CC1 | 2.0% | 9% | -0.2% | 1.3 | 34 | i | 26 | -8% | . | 5% | i | 0.5

Brought forward from above: 2 compounds, then new ones.
SMILES | K1F lysis inhibition | MgcRacGAP inhibition | RSV CPE inhibition | NTR1 ag | NTR1 ag cell count 20 µM | T cell HTS | T cell HTS vesicle-bound % | PhoP inhibition | TNAP activators | Large T inhibition | Myeloid diff MLP | Myeloid diff MLP GFP+ MAC1+ %
O=C(OCc1csc(-c2ccccc2)n1)c1ccc(O)cc1 | 0.3% | 2% | ? | 3.0 | 62 | i | 45 | -7% | 1.2 | 3% | i | 0.3
Cc1noc(C)c1C(=O)N1CCC(C(=O)c2ccc(F)cc2F)CC1 | 2.0% | 9% | -0.2% | 1.3 | 34 | i | 26 | -8% | . | 5% | i | 0.5
Cc1ccc(S(=O)(=O)NCCOc2nc(N3CCOCC3)nc(N3CCOCC3)n2)cc1 | -2.3% | -13% | 2.8% | -2.2 | 58 | i | 38 | -5% | 1 | 8% | i | 11
COC(=O)CNC(=O)c1ccc(=O)oc1 | 6.7% | 5% | 2.4% | -1.2 | 41 | i | 26 | -5% | 1 | 13% | i | 0.7
CCCCn1c(N)c(N(Cc2ccccc2OC)C(=O)CN2C(=O)NC(C)(c3ccccc3)C2=O)c(=O)[nH]c1=O (centres undefined) | -1.9% | 5% | -0.8% | 0.3 | 55 | i | 30 | 1% | . | 17% | i | 1.4
CCCC(C(=O)NC1CCCC1)N(Cc1ccc2c(c1)OCO2)C(=O)c1snc(C(N)=O)c1N (centres undefined) | 6.4% | 2% | -0.2% | 1.2 | 54 | i | 22 | 6% | 1 | 5% | ? | .
COCCCNC(=O)C1CCN(S(=O)(=O)N(CC(C)C)CC(C)C)CC1 | 4.6% | 4% | 1.3% | 0.7 | 44 | i | 45 | 0% | 1 | 0% | i | 12
Cc1cc(-n2c(C)cc(C(=O)COc3cccnc3[N+](=O)[O-])c2C)no1 | -1.1%[50 µM] | 1% | . | 3.4 | 64 | . | . | . | . | . | i | 1.4
CCOC(=O)C1=C(CC)Nc2ccccc2N/C1=N\S(=O)(=O)c1ccc(C(=O)OCC)cc1 | -2.8% | 6% | 1.9% | 2.3 | 59 | i | 20 | 3% | 1.1 | 7% | i | 0.0
CCCC(=O)Nc1ccc(C(=O)N/N=C/c2cccnc2)cc1 | 7.1% | 2% | -0.9% | -2.4 | 37 | i | 51 | 3% | 1.1 | 4% | i | 7.8
CC(C)(C)OC(=O)NCCCCCNC(=O)c1nc[nH]c1C(=O)NCc1ccc(CNC(=O)OC(C)(C)C)cc1 | -0.2% | 0% | . | 24 | 74 | i | 30 | . | . | . | i | 0.0
CCOc1ccc(-c2nnc(SCC(=O)N3CCN(c4ccccc4)CC3)o2)cc1 | 1.0% | 1% | 0.6% | -0.2 | 48 | i | 66 | 3% | 0.9 | 3% | i | 2.5
Clc1ccc(Nc2ncn[nH]2)cc1 | -0.2% | -7% | 3.0% | 2.2 | 96 | i | 43 | -5% | 1 | 5% | i | 1.8
COc1ccc(NC(=O)N2CCCC(CNS(=O)(=O)c3cccs3)C2)c(C)c1 (centres undefined) | -0.9% | -13% | 0.1% | -0.4 | 34 | i | 36 | -5% | 1 | 6% | i | 0.5
COc1ccccc1COn1c(=O)c(-c2ccco2)[n+]([O-])c2ccccc21 | 0.1% | 6% | -0.2% | 1.5 | 40 | i | 35 | 3% | 1.1 | 3% | i | 0.7
COc1ccccc1NC(=O)CSc1nccc(-c2ccco2)n1 | 1.1%[50 µM] | 5% | 4.0% | 3.9 | 51 | i | 28 | . | . | . | i | 0.9
CCOc1cccc(NCc2cc3c(C(C)(C)C)nn(-c4ccccc4)c3[nH]c2=O)c1 | -2.6% | -7% | ? | 17 | 52 | i | 66 | 4% | 1.8 | 0% | i | 5.5
Cc1cccc2nc3c(nc12)-c1ccccc1C3=O | -0.3% | 19% | . | -1.2 | 35 | i | 56 | -2% | . | 13% | i | 0.4
COc1ccc(NC(=O)CC2C(=O)N(c3cccc(OC)c3)C(=O)N2CCC(C)C)cc1 (centres undefined) | 1.3% | 2% | 0.3% | 1.3 | 87 | i | 56 | -8% | 1.1 | 2% | i | 1.0
N#Cc1cc(-c2ccccc2)nn1-c1ccccc1 | -0.3% | 10% | 0.4% | 3.8 | 83 | i | 11 | -16% | 1 | 11% | i | 0.9
Cc1cccc(C)c1NC(=O)C(C)N1CCCC1 (centres undefined) | 0.1% | 3% | -1.0% | -0.7 | 71 | i | 6 | 13% | . | -5% | i | 1.0
O=S(=O)(/N=C(/c1ccc(Cl)cc1)N1CCOCC1)c1ccc(Cl)cc1 | 0.9% | 7% | -0.4% | -0.5 | 48 | i | 53 | 6% | 1.1 | 8% | i | 0.4
COc1ccc(C(Sc2ccccc2)c2ccccc2)cc1OC (centres undefined) | -1.4% | 7% | 0.0% | 7.2 | 72 | i | 11 | -5% | . | 7% | i | 1.7
O=c1oc(/C=C/c2ccc([N+](=O)[O-])s2)nc2ccccc12 | -0.3% | 27% | 5.6% | -2.7 | 40 | i | 66 | -4% | . | 6% | + | 0.6*
N#Cc1c(-c2ccco2)nc(SCC(=O)Nc2cccc(Cl)c2)[nH]c1=O | -0.3% | 16% | 0.0% | 3.4 | 50 | i | 26 | -9% | 1 | 23% | i | 6.0
Cc1ccc(-n2nc3c(c2NC(=O)c2ccccc2)CS(=O)(=O)C3)cc1C | 0.2%[50 µM] | 8% | 1.7% | 3.1 | 32 | i | 29 | -3% | . | 30% | i | 1.1
N#Cc1c(-c2ccccc2)[nH]c(=O)[nH]c1=O | -1.4% | -1% | 2.4% | -1.2 | 36 | i | 36 | 3% | 1.1 | -2% | i | 0.5
COc1ccc(-c2cc(C(=O)OCC(=O)c3ccc(C)c([N+](=O)[O-])c3)c3ccccc3n2)cc1 | 1.1%[50 µM] | 6% | 3.1% | -0.2 | 77 | i | 5 | 1% | 1.1 | 4% | i | 1.5
COc1ccc(C2(C(=O)NCCc3ccccc3)CCCC2)cc1 | 0.2% | 9% | -0.2% | -0.1 | 60 | i | 65 | 0% | . | 5% | i | 0.5
CC(=O)Nc1ccc2nc(NC(=O)C(Cl)(Cl)Cl)sc2c1 | -1.3% | 4% | 1.2% | 0.3 | 61 | i | 53 | -9% | 1 | 14% | i | 0.0
COc1ccc(F)cc1S(=O)(=O)N1CCN(c2ccccn2)CC1 | -1.0% | 7% | 2.6% | 0.4 | 61 | i | 53 | 3% | . | 5% | i | 0.8
Cc1cc(C)c2cc(C#N)c(SCC(=O)Nc3cc(C)on3)nc2c1 | -0.1% | 0% | 0.9% | -1.3 | 53 | i | 19 | -1% | . | 2% | i | 1.0
O=C(O)Cn1ccnc1 | 4.0% | 4% | 0.0% | 3.7 | 63 | i | 51 | -4% | 1 | 1% | i | 0.0
CCOC(=O)N=Nc1c2ccccc2c2nc3no[nH]c3nc12 | . | . | . | 8.9 | 94 | . | . | -3% | 1 | 2% | ? | .
CN(C(=O)CSc1nnnn1C)C1(C#N)CCCCC1 | 0.8%[50 µM] | 3% | 1.6% | 1.1 | 72 | i | 24 | . | . | . | i | 1.2
NC1=NC(=O)CC(C(=O)Nc2cccc3ccccc23)S1 (centres undefined) | -0.4% | 4% | 0.3% | 0.5 | 29 | i | 39 | 0% | 1.1 | 14% | i | 0.1
CCn1nc(NC(=O)C(C)C)c2cc3ccc(C)cc3nc21 | 0.0% | 1% | -0.2% | 2.0 | 87 | i | 46 | . | . | 3% | i | 0.5
O=C(CN1C(=O)C(=O)N(CCC2=CCCCC2)C1=O)Nc1ccc(F)cc1F | 0.4%[50 µM] | 5% | . | -1.2 | 65 | i | 44 | . | . | . | i | 0.4
C=CCc1cc(Cl)ccc1OCCn1ccnc1 | 1.4% | 139µM* | 2.4% | -1.0 | 61 | i | 33 | 16% | . | 1% | + | 4.2*
